Screening data deposited in PubChem BioAssay by several laboratories.
ssDAF12 agonist: S. stercoralis DAF-12 activation, primary screen; HEK293 ssDAF-12/GRIP1 lit1-tk-luc reporter, luminescence; % of 3 µM dafachronic acid response; activation, % at 6.8 µM; actives 1% (n = 370,000); AID 652126;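 active means activation above the mean over all tested compounds plus 3 SD, cut at about 0.9% in these data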;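 further: 0% = DMSO-only wells and 100% = 3 µM delta7-dafachronic acid wells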
hgDAF-12 ag: hgDAF-12 agonism, primary luciferase screen; HEK293 GAL4-hgDAF12 UAS-luciferase reporter, agonist luminescence; normalized to butyrate control; activation, % at 6.8 µM; actives 1.8% (n = 370,000);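 active means activation above a cutoff set at the mean of all screened compounds plus 3 SD, cut at about 10% in these data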;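 further: 0% = DMSO wells and 100% = sodium butyrate wells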
SMARCA2 activ: SMARCA2 function activation, primary screen. MG213 cells, MMTV-luciferase reporter, dexamethasone, overnight. activation, % at 9.1 µM. actives 1% (n = 370,000). AID 652017; in the data active means activation above about 7.8%;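 further: 0% = vehicle wells and 100% = reference activator wells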
FXN GAA850 act: frataxin GAA850 promoter activation; actives 0.56% (n = 360,000); HEK293 lucGAA850 FXN promoter luciferase reporter, 24 h; percent of 10 µM SAHA response; activation, % at 6 µM;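 active means activation above the average of all compounds screened plus 3 SD, cutoff fixed separately per campaign, cut at about 7.5% in these data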;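 further: 0% = DMSO wells and 100% = 10 µM SAHA wells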
ADAM10 inh: inhibitors of human ADAM10; recombinant ADAM10, EDANS/DABCYL FRET peptide cleavage, 3 h; inhibition, % at 7 µM; actives 0.62% (n = 370,000);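 active means inhibition above a per-campaign cutoff equal to the mean of compounds falling between control-based bounds plus 3 SD, cut at about 20% in these data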;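 further: 0% = DMSO wells while the 100% control is not disclosed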
Target sequence (O14672 214-748 limits assumed): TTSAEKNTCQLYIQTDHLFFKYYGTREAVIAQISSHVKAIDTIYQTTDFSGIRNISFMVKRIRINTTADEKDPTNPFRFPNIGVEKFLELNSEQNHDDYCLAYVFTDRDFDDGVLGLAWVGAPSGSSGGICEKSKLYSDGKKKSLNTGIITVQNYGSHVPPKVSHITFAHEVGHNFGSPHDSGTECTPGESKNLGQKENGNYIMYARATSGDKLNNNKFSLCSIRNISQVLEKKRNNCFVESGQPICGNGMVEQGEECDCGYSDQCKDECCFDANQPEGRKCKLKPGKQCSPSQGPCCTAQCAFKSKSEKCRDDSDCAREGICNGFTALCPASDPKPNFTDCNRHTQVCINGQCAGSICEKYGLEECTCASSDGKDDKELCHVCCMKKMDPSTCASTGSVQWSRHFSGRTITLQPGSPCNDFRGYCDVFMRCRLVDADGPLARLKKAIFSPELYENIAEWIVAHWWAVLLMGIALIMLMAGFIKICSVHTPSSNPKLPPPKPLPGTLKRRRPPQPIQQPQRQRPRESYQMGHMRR
DAX1 inh-1: inhibits human nuclear receptor DAX1 | P51843 | HEK293 Gal4-DAX1 luciferase reporter, luminescence | inhibition, % at 6.75 µM | actives 0.99% (n = 340,000) | AID 504766;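 active means inhibition above the mean over all tested compounds plus 3 SD, cut at about 4.2% in these data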;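 further: 0% = DAX1-transfected cells with DMSO and 100% = empty-vector control cells with DMSO; inhibition shows as a rise in luminescence from relieved DAX1 repression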
Target sequence (P51843 207-470 limits assumed): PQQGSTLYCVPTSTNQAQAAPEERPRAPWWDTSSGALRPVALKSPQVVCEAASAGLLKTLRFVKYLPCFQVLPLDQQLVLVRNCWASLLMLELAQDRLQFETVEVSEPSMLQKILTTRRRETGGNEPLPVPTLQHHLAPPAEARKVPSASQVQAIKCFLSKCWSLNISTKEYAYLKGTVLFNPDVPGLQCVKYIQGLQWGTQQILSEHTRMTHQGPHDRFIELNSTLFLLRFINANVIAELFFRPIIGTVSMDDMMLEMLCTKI
GC-A act: GC-A (human) enzyme activation; P16066; HEK293 GC-A cells, cGMP TR-FRET, EC30 ANP; 0% at EC30 ANP, 100% saturating ANP; activation, % at 10 µM; actives 0.14% (n = 370,000); in the data active means activation above about 40%
NPR2 activator: GC-B (human) receptor activation; activation, % at 10 µM; HEK293-GC-B cells, CNP EC30, cGMP TR-FRET; 0% at EC30 CNP, 100% saturating CNP; P20594; actives 0.11% (n = 370,000);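 active means activation at 10 µM reaching about 35% in either raw or pattern-adjusted values, limit read from the data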
DAX1 inh-2: inhibitors of DAX1 repression of SF-1 activated StAR promoter; actives 1.1% (n = 370,000); inhibition, % at 6.8 µM; HEK293T StAR-luciferase reporter, SF-1/DAX-1 repression relief; AID 652010;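 active means inhibition above the mean over all tested compounds plus 3 SD, cut at about 3.6% in these data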;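 further: 0% = DAX-1 cells with DMSO and 100% = cells lacking DAX-1 with DMSO; higher inhibition means more luminescence from relief of DAX-1 repression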
sPLA2-III inh: Inhibits HGIII-sPLA2 liposome hydrolysis, primary screen; QFRET BODIPY PC-A2 liposome hydrolysis, fluorescence; Q9NZ20; actives 0.56% (n = 370,000); inhibition, % at 12.2 µM;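 active means inhibition above mean plus 3 SD of compounds lying within the high and low control bounds, cut at about 19% in these data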;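 further: 0% = median of test compound wells and 100% = no enzyme DMSO wells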
hcDAF12 agonist: activators of H. contortus DAF-12 nuclear receptor; HEK293 hcDAF-12 lit1-tk-luc reporter, luminescence; 0% DMSO, 100% Δ7-dafachronic acid; actives 1.4% (n = 370,000); activation, % at 6.8 µM;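 active means activation above the mean of all tested compounds plus 3 SD, cut at about 5.5% in these data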;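 further: 100% = response to 3 µM Δ7-dafachronic acid high control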
* marks the source's active call; other numbers are inactive results; nt = no result given.

SMILES | ssDAF12 agonist | hgDAF-12 ag | SMARCA2 activ | FXN GAA850 act | ADAM10 inh | DAX1 inh-1 | GC-A act | NPR2 activator | DAX1 inh-2 | sPLA2-III inh | hcDAF12 agonist
COC(=O)c1ccc(CN2CCc3ccccc32)cc1 | -0.5 | 0.2 | 1 | 1.1 | 0 | -0.2 | -1 | -2 | -0.2 | -8 | 0.2
CC(=O)c1cccc(Nc2cc(C)nc3c(C)cc(C)cc23)c1 | -1.0 | -0.3 | -2 | -1.8 | -8 | -0.1 | 21 | 10 | 0.6 | 6 | -0.8
O=C(NC(N1CCOCC1)C(Cl)(Cl)Cl)c1ccc(Br)cc1 (centres undefined) | -1.4 | 3.8 | -1 | 1.9 | 9 | -1.3 | -22 | -3 | 0.3 | 2 | 0.7
C[C@H](CO)N1C[C@H](C)[C@@H](CN(C)S(=O)(=O)c2ccccc2)OCc2cn(nn2)CCCC1=O | -1.1 | 1.6 | -4 | -0.5 | -16 | 1.6 | 2 | -1 | 1.6 | 12 | -1.9
O=S(=O)(NCc1ccccc1Br)c1cccs1 | -1.2 | 2.7 | -1 | 3.0 | 9 | -0.4 | 1 | 5 | -0.8 | -3 | -0.6
Cc1ccc(OS(=O)(=O)c2ccc(-c3csc(C)n3)s2)c(C)c1 | 0.2 | -1.8 | -1 | 0.0 | -2 | 0.1 | -1 | 2 | -0.3 | -1 | 0.9
C=CCN1C(=O)NC(c2ccccc2)(C(F)(F)F)S/C1=C(\C#N)c1nnc(N2CCOCC2)n1-c1ccccc1 (centres undefined) | -1.9 | -3.0 | 0 | 2.0 | 0 | -1.7 | -1 | 0 | -0.3 | 5 | -0.3
C[C@H](NC(=O)c1[nH]cnc1C(=O)Nc1cccc(Cl)c1)c1ccccc1 | -1.3 | 1.1 | 2 | 1.4 | 1 | 0.2 | -1 | -3 | 0.3 | -3 | -0.2
COCCNCc1ccc(C(C)C)cc1 | -0.9 | 0.2 | 0 | 1.6 | 3 | -1.8 | 0 | 2 | 0.1 | 8 | -1.5
Cc1ccc(CN(C)C(=O)c2cc(COc3ccc(F)cc3Cl)on2)o1 | -1.5 | 5.9 | 1 | 4.8 | 3 | -0.2 | 9 | 4 | 0.1 | -18 | -0.1
CCN1C[C@@H]2[C@@H]3C(=O)N(Cc4ccccc4)C(=O)[C@@H]3[C@](Cc3ccccc3)(C1=O)N2C(=O)c1ccc(Br)cc1 | -1.2 | -0.3 | 0 | -6.9 | 8 | 1.2 | -14 | -13 | 0.2 | -3 | -0.7
CCOc1ccc(CCNC(=O)c2cc3sccc3n2CC)cc1OC | -2.3 | -3.7 | -4 | nt | 0 | nt | -1 | 3 | -3.7 | -7 | -5.0
O=P1(O)CC2=C(CC=CC2)C1 | -0.6 | -3.0 | 0 | 0.2 | 1 | 1.9 | -1 | 6 | 1.3 | 0 | -2.0
COc1ccc(-c2oc(=O)c3cc(OC)c(OC)cc3c2-c2ccc3c(c2)OCO3)cc1 | -0.9 | 1.5 | 5 | 2.8 | -8 | 0.5 | 3 | 0 | 0.1 | 2 | -0.7
CC(Sc1nnc(C(C)Oc2ccc(F)cc2)o1)C(=O)NCc1ccc2c(c1)OCO2 (centres undefined) | -1.8 | 0.4 | 0 | -0.3 | 7 | -1.0 | -4 | -13 | -1.2 | -14 | -0.8
Cc1ccc(-c2csc(NC(=O)Cn3[nH]c(=O)c4ccccc4c3=O)n2)cc1 | -2.2 | -2.7 | -1 | 2.1 | 4 | -1.2 | 0 | 1 | -0.3 | -4 | -2.5
CN(C)c1ccc(N=Nc2nccs2)cc1 | 2.2* | 18* | 3 | -1.4 | 5 | -0.3 | -8 | -9 | 7.0* | 25* | 9.7*
CCCn1cc(NC(=O)c2cc3n(n2)C(C(F)(F)F)CC(c2ccccc2)N3)cn1 (centres undefined) | -1.2 | -0.1 | -4 | -0.3 | 2 | -1.4 | -4 | -1 | 1.7 | -2 | -0.7
COc1ccc2cc(S(=O)(=O)N3CCCCCC3)ccc2c1 | -1.6 | 0.3 | -2 | 1.2 | 8 | -0.6 | -2 | 3 | 0.0 | -5 | 0.4
Cc1onc(-c2c(F)cccc2Cl)c1C(=O)N1CCc2ccccc2C1 | -1.3 | -0.1 | -2 | 0.9 | 4 | 1.6 | -1 | -3 | -0.1 | -5 | -1.8
CC(C)(C)C(=O)Nc1ccccc1C(=O)Nc1cccnc1 | -0.8 | 1.1 | 0 | 0.9 | 3 | -0.2 | -3 | 2 | -0.4 | -7 | -0.5
COc1ccc(O)c(/C=c2/sc3nc4cc(C)c(C)cc4n3c2=O)c1 | -1.2 | -0.4 | -2 | 1.3 | -7 | -0.3 | -1 | 2 | -0.7 | -12 | 0.5
Cc1cc(OCC(O)CN2CCc3ccccc3C2)ccc1Cl (centres undefined) | -0.4 | 0.1 | 0 | -0.7 | -2 | 0.9 | 0 | 7 | -0.1 | -3 | 0.1
Cc1ccc(N(CC(=O)NCc2ccc(F)cc2)C(=O)c2csnn2)c(C)c1 | -0.9 | 0.8 | -2 | -2.2 | -3 | 0.5 | nt | nt | -1.2 | -4 | -0.4
Cc1cc(C)c(C(=O)C[n+]2cccc(C(N)=O)c2)c(C)c1 | -1.1 | -1.1 | 0 | 1.1 | -5 | nt | -1 | 4 | -0.3 | -8 | -1.0
CC1CCC2(CC1)Nc1ccccc1C(=O)N2c1ccccc1 (centres undefined) | -0.2 | 5.4 | 0 | -0.2 | -74 | 1.8 | -35 | -21 | 0.6 | 19 | -0.8
COCCn1c(N)c(N(Cc2ccccc2)C(=O)CN2C(=O)NC(C)(c3ccccc3)C2=O)c(=O)[nH]c1=O (centres undefined) | -0.8 | 3.2 | 1 | -1.6 | -3 | 0.2 | 2 | 2 | 3.3 | 4 | 1.5
COc1ccc(C(=O)NCCCOC(=O)c2ccc(OC)cc2)cc1 | -0.2 | -1.5 | -2 | -0.7 | -3 | 1.1 | 0 | -2 | -0.9 | -6 | -0.4
COc1ccccc1N1C(=O)CC(Sc2nccc(C)n2)C1=O (centres undefined) | -1.1 | 0.0 | 1 | 1.2 | 5 | -0.5 | 2 | 6 | -0.2 | -2 | 0.3
CC(C)Sc1nc2ccccc2n1CC(N)=O | -1.3 | -1.0 | 3 | -1.7 | 15 | 0.2 | -2 | -1 | -0.5 | 1 | -2.1
COc1ccc(CCNC(=O)CCc2ccccc2)cc1OC | -1.8 | -2.7 | 1 | 1.9 | 7 | nt | -4 | 4 | 0.2 | 1 | 0.2
COc1ccc(NC(=S)N/C(=N/S(=O)(=O)c2ccc(C)cc2)c2ccccc2)cc1 | -0.4 | 5.4 | 4 | 2.2 | 13 | 0.5 | -1 | 0 | 2.5 | 2 | 0.5
O=C(CN1CCC(c2nc3ccccc3[nH]2)CC1)Nc1ccc2c(c1)OCO2 | -0.7 | 0.5 | -2 | -1.6 | -2 | 1.7 | -3 | -3 | -0.5 | -2 | 0.5
Cc1ccc(C(=O)N/N=C2\SCC(=O)N2c2cc(C)ccc2C)cc1 | -0.8 | -0.2 | 1 | 0.4 | 5 | 0.0 | 1 | 4 | 0.2 | -2 | -0.5
O=C(Cc1ccccc1)Nc1nnc(-c2cccs2)s1 | -0.9 | 4.8 | 1 | 3.8 | -43 | 2.0 | 2 | 2 | 0.1 | 5 | -0.5
O=C(NCc1ccc(F)cc1)C1(c2cccs2)CCOCC1 | -0.7 | -2.3 | 0 | -1.7 | 4 | -0.7 | -4 | 2 | 0.1 | -1 | -0.1
COc1ccccc1C1c2[nH]c3ccccc3c2CCN1Cc1cnc(C)s1 (centres undefined) | 0.6 | -0.6 | 1 | -0.1 | -45 | -0.4 | -1 | -6 | -0.2 | -6 | 4.1
COc1ccc(CC(NC(C)=O)C(=O)NC2CCN(C(=O)Nc3ccc(Cl)cc3)CC2)cc1OC (centres undefined) | -0.6 | 3.4 | 1 | 3.0 | -4 | 3.3 | 3 | 10 | -0.1 | 3 | -1.6
Cc1nc2ccccc2n1C(=O)c1cc(-c2ccc(Br)cc2)nc2ccccc12 | -1.3 | 0.3 | 2 | 4.2 | -9 | 0.5 | 6 | -5 | 0.7 | 0 | 0.7
COc1ccc(C(=O)c2c(-c3ccc(OC)cc3)oc3ccc(-c4cc(OC)c(OC)c(OC)c4)cc23)cc1 | -1.1 | 0.3 | 0 | -2.6 | -7 | -1.4 | -1 | -5 | -0.4 | 3 | -0.9

5 compounds from above, ordered by SMILES length, highest first:
SMILES | ssDAF12 agonist | hgDAF-12 ag | SMARCA2 activ | FXN GAA850 act | ADAM10 inh | DAX1 inh-1 | GC-A act | NPR2 activator | DAX1 inh-2 | sPLA2-III inh | hcDAF12 agonist
COCCn1c(N)c(N(Cc2ccccc2)C(=O)CN2C(=O)NC(C)(c3ccccc3)C2=O)c(=O)[nH]c1=O (centres undefined) | -0.8 | 3.2 | 1 | -1.6 | -3 | 0.2 | 2 | 2 | 3.3 | 4 | 1.5
COc1ccc(CC(NC(C)=O)C(=O)NC2CCN(C(=O)Nc3ccc(Cl)cc3)CC2)cc1OC (centres undefined) | -0.6 | 3.4 | 1 | 3.0 | -4 | 3.3 | 3 | 10 | -0.1 | 3 | -1.6
Cc1ccc(N(CC(=O)NCc2ccc(F)cc2)C(=O)c2csnn2)c(C)c1 | -0.9 | 0.8 | -2 | -2.2 | -3 | 0.5 | nt | nt | -1.2 | -4 | -0.4
COc1ccc(C(=O)NCCCOC(=O)c2ccc(OC)cc2)cc1 | -0.2 | -1.5 | -2 | -0.7 | -3 | 1.1 | 0 | -2 | -0.9 | -6 | -0.4
CC(C)(C)C(=O)Nc1ccccc1C(=O)Nc1cccnc1 | -0.8 | 1.1 | 0 | 0.9 | 3 | -0.2 | -3 | 2 | -0.4 | -7 | -0.5

More compounds follow.
SMILES | ssDAF12 agonist | hgDAF-12 ag | SMARCA2 activ | FXN GAA850 act | ADAM10 inh | DAX1 inh-1 | GC-A act | NPR2 activator | DAX1 inh-2 | sPLA2-III inh | hcDAF12 agonist
COc1ccc(N(CC(=O)Nc2ccc3c(c2)OCCO3)S(=O)(=O)c2c(C)nn(C)c2C)cc1 | -0.8 | -1.1 | 0 | -0.7 | -3 | -1.9 | 2 | 1 | 1.2 | -7 | 4.1
COC(=O)C(C)Sc1nc2c(cnn2-c2ccccc2)c(=O)[nH]1 (centres undefined) | -1.4 | 0.7 | 0 | 0.1 | 2 | 1.5 | 6 | -6 | -0.3 | -1 | -0.2
Cc1ccc(/C=[N+](/[O-])C2SC(=S)N(C)C2(C)C)cc1 (centres undefined) | -1.0 | 4.9 | -4 | 1.7 | -8 | 0.7 | 0 | 6 | -1.1 | 11 | -1.9
COc1ccc(OCc2cc(C(=O)NC(C)Cn3cncn3)no2)c(Cl)c1 (centres undefined) | 0.9* | 11* | 1 | 3.5 | 6 | 1.5 | 8 | 12 | 6.0* | -31 | 6.7*
Cc1ccc(C)c(-n2c(-c3ccc(Br)cc3)csc2=NC(=O)c2ccccc2F)c1 | -0.8 | 2.3 | 3 | 0.0 | -5 | -1.5 | 7 | 2 | -0.3 | 2 | -2.7
